# Assay outcomes deposited in PubChem BioAssay by several laboratories.
# STAT1 activator: STAT1 signaling activators, primary screen, cell-based, HTS, luciferase reporter. actives 2.6% (n = 200,000). activation (% of control), % at 5.5 µM. NIH 3T3 STAT1-luciferase reporter, IFN-gamma, luminescence; 100% = IFN-gamma alone, no compound;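 active means activation above the screen-wide mean activation plus 3 SD, cut at about 130% in these data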;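 further: raw ratio to IFN-gamma control signal so 100% means no change and 0% no light; values of inactives mirror those of a sister screen read the other way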
# STAT1 inh: STAT1 signaling inhibitors, primary screen, cell-based, HTS, luciferase reporter; inhibition, % at 5.5 µM; NIH 3T3 STAT1-luciferase reporter, IFN-gamma, luminescence; actives 0.35% (n = 200,000); AID 920, 2007;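 active means inhibition above a set limit, the mean inhibition across all tested compounds plus 3 SD, cut at about 34% in these data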;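 further: 0% = IFN-gamma with DMSO and 100% = IFN-gamma with 300 µM nifuroxazide; values of inactives mirror those of a sister screen read the other way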
# STAT3 activator: IL-6 driven STAT3 reporter potentiators, primary screen, U3A cells, luciferase, luminescence, MLSCN library; IL-6 STAT3-luciferase reporter; 100% = signal with IL-6 EC80 alone; activation (% of control), % at 5.6 µM; actives 0.91% (n = 190,000); AID 871, 2007;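 active means activation above the screen-wide mean of compound activation plus 3 SD, cut at about 130% in these data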;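 further: 0% = background luminescence of wells with medium and substrate only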
#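 Material: STAT3-luciferase reporter U3A cells; Probe or stimulus: IL-6 (33 ng/mL); Incubation: compound pre-incubation 1 h before IL-6, then 6 h stimulation at 37 °C; Technique: luminescence from STAT3-driven luciferase reporter; Evaluation: % activation versus median of IL-6-stimulated wells; Controls: IL-6-only high control.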
# ROMK primary: ROMK potassium channel modulators, primary screen, cell-based, thallium flux, MLSMR library | ATP-sensitive inward rectifier potassium channel 1 (Homo sapiens), P48048 | Tet-inducible ROMK, thallium flux fluorescence; actives lie on both sides | B-score at 10 µM | actives 2% (n = 130,000) | AID 1918, 2009;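 active means signal ratio slope over the read window, or its plate-corrected B-score, at least 3 SD from the plate mean, either direction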;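 further: B-score of the F/F0 ratio slope over 7 to 12 s after thallium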
# Target sequence (P48048 whole entry, looked up): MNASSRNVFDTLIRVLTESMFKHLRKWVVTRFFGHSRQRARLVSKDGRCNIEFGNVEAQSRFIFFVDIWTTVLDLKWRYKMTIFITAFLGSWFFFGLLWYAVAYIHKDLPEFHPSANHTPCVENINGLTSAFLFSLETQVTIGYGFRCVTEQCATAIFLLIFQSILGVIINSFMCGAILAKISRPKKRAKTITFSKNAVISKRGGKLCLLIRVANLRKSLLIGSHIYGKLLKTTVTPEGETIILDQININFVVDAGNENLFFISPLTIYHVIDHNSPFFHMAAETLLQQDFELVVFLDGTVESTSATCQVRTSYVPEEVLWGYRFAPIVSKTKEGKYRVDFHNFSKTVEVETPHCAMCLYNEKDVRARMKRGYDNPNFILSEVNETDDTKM
# NF-kB neuron act: activators of NF-kB expression in neurons, primary screen, cell-based, HTS. fold change at 12.5 µM. AID 1239, 2008. human neuronal cells, NF-kB reporter expression; active compounds read high. actives 1.6% (n = 190,000); in the data active means fold change above about 3.3
# APP 5UTR inh: inhibitors of APP translation via 5'UTR reporter, primary screen, APP 5'UTR luciferase, SH-SY5Y cells. SH-SY5Y APP 5'UTR-luciferase reporter, luminescence. inhibition, % at 2 µM. actives 0.82% (n = 190,000);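 active means inhibition above a set limit, derived from the sample mean plus 3 SD, cut at about 45% in these data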; further: values of inactives mirror those of a sister screen read the other way
# APP 5'UTR act: activators of APP 5'UTR luciferase reporter, primary screen, SH-SY5Y cells; SH-SY5Y APP 5'UTR luciferase reporter, luminescence; zero percent = DMSO vehicle wells; activation, % at 2 µM; actives 1% (n = 190,000);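 active means activation above a set limit, based on mean plus 3 SD of controls, cut at about 140% in these data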; further: values of inactives mirror those of a sister screen read the other way
# FLuc inh counter: firefly luciferase enzyme inhibitors, primary screen, artefact control for luciferase-based inhibitor screens, biochemical, luminescence, ATPLite; actives 1.5% (n = 200,000); AID 1006, 2008; Luciferin 4-monooxygenase (Photinus pyralis), P08659; 10 min; inhibition, % at 10 µM;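 active means inhibition above about 50% when tested at 10 µM, limit read from the data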
# Target sequence (P08659 whole entry, looked up): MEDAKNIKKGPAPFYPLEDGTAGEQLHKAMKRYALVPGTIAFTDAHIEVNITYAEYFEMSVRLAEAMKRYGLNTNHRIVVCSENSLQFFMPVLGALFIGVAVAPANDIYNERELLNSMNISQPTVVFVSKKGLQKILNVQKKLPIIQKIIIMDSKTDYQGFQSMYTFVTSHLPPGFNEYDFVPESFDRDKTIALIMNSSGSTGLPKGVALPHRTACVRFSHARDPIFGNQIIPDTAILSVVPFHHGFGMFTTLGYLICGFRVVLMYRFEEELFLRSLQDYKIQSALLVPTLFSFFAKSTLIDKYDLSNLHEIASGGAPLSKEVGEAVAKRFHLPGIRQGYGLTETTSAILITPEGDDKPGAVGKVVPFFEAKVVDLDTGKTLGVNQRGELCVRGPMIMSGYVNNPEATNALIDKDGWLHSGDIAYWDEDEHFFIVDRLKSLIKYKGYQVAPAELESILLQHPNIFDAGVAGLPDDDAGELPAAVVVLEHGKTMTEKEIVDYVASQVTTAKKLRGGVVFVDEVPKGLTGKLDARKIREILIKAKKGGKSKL
# STAT3 inh: IL-6 driven STAT3 reporter inhibitors, primary screen, U3A cells, luciferase, luminescence, MLSCN library. IL-6 STAT3-luciferase reporter; host cell line lacks STAT1. inhibition, % at 5.5 µM. actives 0.89% (n = 190,000);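 active means inhibition above the mean inhibition across all screened compounds plus 3 SD, cut at about 44% in these data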;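 further: 0% = DMSO only wells and 100% = 100 µM nifuroxazide control wells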
# FLuc stim CS: FLuc activators, initial screening, artefact control for FLuc-dependent activation tests, biochemical, ATPlite luminescence | AID 1027, 2008 | activation factor at 10 µM | 200,000 tested, under 10 active | ATPlite luciferase biochemical, 10 min; 0 = ATP-free wells, 1 = DMSO control;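 active means luciferase activation factor, scaled between plate controls, of at least 2 with compound at 10 µM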
#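 Material: Luciferase/luciferin reagent mix | Doses: Test compounds dosed from 2 mM stocks in 100% DMSO | Timing: 10 min incubation after luciferase reagent addition, room temperature | Measured by: Luminescence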
# An asterisk follows results filed as active; . = no result given. Hits appear at their usual frequency. About 7.1% of those tested had a hit in this group.
SMILES,STAT1 activator,STAT1 inh,STAT3 activator,ROMK primary,NF-kB neuron act,APP 5UTR inh,APP 5'UTR act,FLuc inh counter,STAT3 inh,FLuc stim CS
CC1CCC(NC(=O)C2CCN(c3cnccn3)CC2)CC1 (configuration not stated),107,-7,102,.,0.91,-13,13,-6,1,1.1
COCCNc1nc2nonc2nc1N(C)Cc1cccc2cnccc12,96,3,108,.,0.94,4,-4,-4,-6,1
O=C(CSc1nnc(-c2ccccc2)c(-c2ccccc2)n1)N1CCc2ccccc21,96,4,115,.,0.8,-11,11,-4,-16,1
COc1ccc(OC(=O)CCN2C(=O)C3C4C=CC(C4)C3C2=O)cc1 (configuration not stated),98,1,98,0.011,1.2,-21,21,-7,7,1.1
CC(=O)COC(=O)c1cccc(N2C(=O)C3C4C=CC(C4)C3C2=O)c1 (configuration not stated),100,1,103,.,1.1,17,-17,-8,-4,1.1
OCCN1CCN(CC(O)COCC2COc3ccccc3O2)CC1 (configuration not stated),103,-4,103,0.13,1.2,-8,8,-6,-2,1.1
O=C1c2oc3ccc(Br)cc3c(=O)c2C(c2cccc(F)c2)N1CCO (configuration not stated),109,-10,92,0.14,1.2,1,-1,-9,12,1.1
CCCC12CN3CC(C)(CN(C1)C3c1ccc(OC(C)C)cc1)C2=O (configuration not stated),104,-4,102,0.15,0.99,-4,4,-7,0,1.1
COc1ccc(NC(=O)Nc2ccc(OCC(=O)N3CCOCC3)cc2)cc1OC,99,1,96,.,1.1,-20,20,37,15,0.6
Cc1nn(-c2ccccc2)c2sc(C(=O)N(Cc3ccco3)C(C)C(=O)NC(C)(C)C)cc12 (configuration not stated),109,-10,106,.,0.66,21,-21,-5,-2,1.1
CCOC(=O)c1c(NC(=O)C2=C(C)NC(=S)NC2c2ccc(F)cc2F)sc(C)c1C (configuration not stated),90,12,92,.,0.68,-9,9,-1,12,1
CCOC(=O)C1CCCN(Cc2nc(N)nc(Nc3ccccc3)n2)C1 (configuration not stated),100,1,96,-0.084,0.87,-1,1,-4,6,1
O=C(CS(=O)(=O)c1ccccc1)NC1CCCCC1,106,-6,96,0.51,.,1,-1,-2,10,1
C=C(C)CN=C1NN=C(c2cc(C)n(-c3ccc(C)cc3)c2C)CS1,94,6,120,-0.88,1.1,4,-4,1,-22,1
C=CCNC(=O)C1CCN(c2cc(C)nc(-c3ccccc3)n2)CC1,101,-1,96,-0.29,1,-19,19,2,9,1

# Ordered by SMILES length (falling): part of the list above
SMILES,STAT1 activator,STAT1 inh,STAT3 activator,ROMK primary,NF-kB neuron act,APP 5UTR inh,APP 5'UTR act,FLuc inh counter,STAT3 inh,FLuc stim CS
Cc1nn(-c2ccccc2)c2sc(C(=O)N(Cc3ccco3)C(C)C(=O)NC(C)(C)C)cc12 (configuration not stated),109,-10,106,.,0.66,21,-21,-5,-2,1.1
CCOC(=O)c1c(NC(=O)C2=C(C)NC(=S)NC2c2ccc(F)cc2F)sc(C)c1C (configuration not stated),90,12,92,.,0.68,-9,9,-1,12,1
CC(=O)COC(=O)c1cccc(N2C(=O)C3C4C=CC(C4)C3C2=O)c1 (configuration not stated),100,1,103,.,1.1,17,-17,-8,-4,1.1
C=C(C)CN=C1NN=C(c2cc(C)n(-c3ccc(C)cc3)c2C)CS1,94,6,120,-0.88,1.1,4,-4,1,-22,1
OCCN1CCN(CC(O)COCC2COc3ccccc3O2)CC1 (configuration not stated),103,-4,103,0.13,1.2,-8,8,-6,-2,1.1

# Going on with the list.
SMILES,STAT1 activator,STAT1 inh,STAT3 activator,ROMK primary,NF-kB neuron act,APP 5UTR inh,APP 5'UTR act,FLuc inh counter,STAT3 inh,FLuc stim CS
Cc1cc2cc(CCNC(=O)CC(C)C)c(=O)[nH]c2cc1C,108,-9,92,.,0.95,-10,10,-5,15,1.1
COC(=O)c1c(NC(=O)COC(=O)CNC(=O)C2CCCCC2)sc(C)c1C,101,-2,95,-0.39,1.2,-1,1,-3,7,1
Clc1ccc(-n2nnnc2CN2CCOCC2)cc1,103,-6,103,.,1.4,2,-2,-8,6,1.1
COc1cccc(Cn2nc(C(=O)O)c3ccccc3c2=O)c1,95,3,85,0.52,0.9,13,-13,-7,21,1.1
Cn1c(CNC2CCCCC2)nc2ccccc21,103,-3,107,0.37,.,-20,20,-5,-2,1
CN(C)c1ccc(C(c2nnnn2CCOC(=O)Nc2ccc(Cl)cc2)N2CCOCC2)cc1 (configuration not stated),108,-9,100,.,1.1,4,-4,-1,3,1
COc1ccc(CCNC(=O)COC(=O)Cc2cc(OC)c(OC)c(OC)c2)cc1,106,-6,111,0.99,1.2,-14,14,-8,-14,1.1
NC(=O)Nc1ccccc1C(=O)NCCc1ccccc1,125,-29,111,0.014,1.5,-46,46,2,-7,1
CCCCNC(C(=O)Nc1cccc(S(=O)(=O)N2CCOCC2)c1)c1ccccc1 (configuration not stated),83,17,104,-0.55,0.78,-4,4,-11,6,1.1
CCOc1ccc(S(=O)(=O)N2CCN(c3ccc(C)cc3C)CC2)cc1,106,-6,98,.,0.89,6,-6,-8,7,1.1
CCOC(=O)NC(=O)COC(=O)c1ccc(Sc2ncn[nH]2)c([N+](=O)[O-])c1,100,0,104,-0.2,1.1,17,-17,-1,0,1
Oc1ccc(-c2n[nH]c(=S)n2-c2ccc3c(c2)OCCO3)c(O)c1,93,8,62,.,1.8,-7,7,6,48*,0.9
C=CCn1c(SCC(=O)NCCCC(=O)OCC)nc2scc(-c3ccco3)c2c1=O,92,10,103,0.14,0.98,1,-1,-2,1,1
CC(C)C(=O)NC(=O)[C@@H]1CCCN1C(=O)/C=C/c1ccccc1,100,0,91,-0.52,1.1,9,-9,-1,8,1
N#Cc1nc(-c2ccc(OCc3ccccc3)cc2)oc1NCc1cccnc1,101,-1,102,-0.82,0.92,-24,24,-9,2,1.1
Cc1ccccc1NC(=O)/C(=C/c1ccco1)c1ccccc1,97,3,104,-0.17,0.98,-6,6,-4,-8,1
O=C(NCCCCCCNC(=O)c1cccs1)c1cccs1,100,-1,100,1.4,1.1,-12,12,-3,4,1
NCCSc1c(-c2ccccc2)[nH]c2ccccc12,96,3,.,.,1.1,-1,1,-3,.,1
CC(C)(C)OC(=O)N1CC2Cc3[nH]c(=O)ccc3C(C2)C1 (configuration not stated),101,0,98,0.21,1.2,-7,7,-5,4,1.1
CC(c1ccccc1)n1c(-c2ccncc2)n[nH]c1=S (configuration not stated),101,-1,100,.,1.4,18,-18,-2,2,1
Fc1ccccc1-n1[nH]nnc1=S,95,5,103,-0.11,1.2,-13,13,0,-4,1
O=C(/C=C/c1ccc(OCCCF)cc1)NCc1ccc(Cl)cc1,95,5,84,.,1.2,4,-4,-2,30,1
CN(C)CCNC(=S)Nc1ccc(Br)cc1,96,4,91,0.52,1.2,-23,23,-3,15,1
Cc1nn(C)c(-c2n[nH]c(=S)n2-c2ccccc2)c1Cl,102,-2,98,0.11,1.7,-8,8,-8,7,1.1
Cc1ccc(C(=O)Nc2ccc(C(=O)N/N=C/c3ccncc3)cc2)cc1,90,11,107,-0.011,1.2,-2,2,1,-2,1
Cc1cccc(S(=O)(=O)CC(=O)Nc2nc(-c3ccccc3)cs2)c1,105,-5,92,1.2,0.82,-10,10,-1,14,1
CN1CCN(CC(=O)N2N=C(c3cccs3)CC2c2ccco2)CC1 (configuration not stated),100,0,103,0.1,1.1,4,-4,-4,2,1
O=C(CN1C(=O)c2ccccc2C1=O)Nc1cccc2cccnc12,105,-5,106,.,1,0,0,-4,2,1
COc1cccc(C(=O)Oc2c(CN3CCOCC3)cc(Cl)c3cccnc23)c1,102,-2,96,.,4.6*,38,-38,-6,7,1.1
C=CCOc1ccccc1/C=c1\sc2nc(-c3oc4ccccc4c3C)nn2c1=O,106,-2,104,0.69,.,44,.,.,-2,.
Clc1ccc(-c2cn3nc4c(nc3n2)CCCC4)cc1,113,-14,60,-0.79,2.1,-191,191*,59*,51*,0.4
CN(Cc1ccccc1)c1nc2c(c(=O)[nH]c(=O)n2C)n1CCOc1ccccc1,100,0,99,-2.5,0.58,10,-11,-2,5,1
COC(=O)C1=C(C)Nc2ncnn2C1c1ccco1 (configuration not stated),103,-4,104,.,0.88,-12,11,-2,-2,1
CSCCC1NC2(C(=O)Nc3c(C)cc(Cl)cc32)[C@@H]2C(=O)N(C3CCCC3)C(=O)[C@H]12 (some centres not stated),93,7,104,-0.033,0.37,-5,5,-5,-1,1.1
O=C(N/N=C/c1ccc(-c2ccccc2[N+](=O)[O-])o1)c1cccnc1,102,2,103,.,0.89,14,-14,-7,6,1.1
N#CC1=C2SCN(Cc3ccco3)CN2C(=O)CC1c1c(F)cccc1Cl (configuration not stated),109,-10,104,.,0.98,-11,11,10,4,0.9
CCOc1ccc(CN2CCN(Cc3[nH]c4ccc(OC)cc4c3C)CC2CCO)cc1 (configuration not stated),100,0,113,-0.89,0.86,-2,2,-3,-8,1
Cc1ccc(-n2c(C)nn(CC3CC3)c2=O)cc1,94,4,105,-0.085,1.2,-4,4,-2,-1,1
CN(C)S(=O)(=O)c1ccc(S(=O)(=O)N(CC(=O)Nc2ccccc2)CC2CCCO2)cc1 (configuration not stated),103,-3,99,0.021,1.1,5,-5,-5,6,1.1
Cc1cc(OCC(=O)N2CCOCC2)ccc1NC(=O)C1CCCCC1,89,13,92,.,1.5,6,-6,-4,14,1
COc1ccc(/C=N/NC(=O)CN2CCSCC2)cc1C,103,-3,112,-0.0029,1.1,1,-1,-2,-11,1
C=CCn1c(SCn2nnc3ccccc3c2=O)nnc1-c1ccc(F)cc1,99,0,97,-0.1,1.2,-18,18,-3,8,1
CCCc1cc(N2CCC(C(N)=O)CC2)nc(-c2ccccc2)n1,99,1,101,-0.31,0.95,12,-12,-3,2,1
CC(=O)Nc1ccc(NC(=O)c2sc3nc4c(c(-c5ccc(C)cc5)c3c2N)CCC4)cc1,100,0,96,.,1.1,4,-4,-6,14,1.1
Cc1ccc(NC(=S)NCCN2CCOCC2)cc1,96,4,103,.,1.1,-9,9,-10,-4,1.1
CCCC1(c2ccccc2)NC(=O)N(CC(=O)c2[nH]c(C)c(C(=O)OCC)c2C)C1=O (configuration not stated),101,-1,98,0.58,0.42,-7,7,0,9,1
CC(C)(C)c1cc(C(=O)Nc2ccccc2)ccn1,100,0,87,0.29,1.1,-10,10,-1,19,1
NNC(=O)c1nnn(-c2nonc2N)c1-c1cccs1,103,-3,101,.,1.1,4,-4,-4,3,1
O=C(Nc1nc(-c2cccs2)cs1)c1ccco1,159*,-62,99,-0.49,3.6*,-196,196*,53*,2,0.5
Cn1c(O)c(/C=N/Nc2ccccc2)c(=O)n(C)c1=O,82,19,99,-0.089,1.3,12,-12,-5,8,1
O=C(NCc1ccccc1F)c1cccs1,101,-1,102,-0.9,1.2,-6,6,-4,2,1
